From PubChem BioAssay
BRCT inh green – qHTS Assay for Inhibitors of BRCT-Phosphoprotein Interaction (Green Fluorophore); AID 875, 2007; actives 0.05% (n = 75,000); Potency, µM (top dose mostly 76.9 µM), inactives show at the top dose activity change, negative = inhibition, most hits filed as inhibitors; Breast cancer type 1 susceptibility protein (Homo sapiens), P38398; BRCA1 BRCT-phosphopeptide binding, green fluorescence polarization;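 further: potency means the concentration at half of the fitted maximal effect; plate controls were peptide without protein for full effect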
Target sequence (P38398 whole entry, looked up): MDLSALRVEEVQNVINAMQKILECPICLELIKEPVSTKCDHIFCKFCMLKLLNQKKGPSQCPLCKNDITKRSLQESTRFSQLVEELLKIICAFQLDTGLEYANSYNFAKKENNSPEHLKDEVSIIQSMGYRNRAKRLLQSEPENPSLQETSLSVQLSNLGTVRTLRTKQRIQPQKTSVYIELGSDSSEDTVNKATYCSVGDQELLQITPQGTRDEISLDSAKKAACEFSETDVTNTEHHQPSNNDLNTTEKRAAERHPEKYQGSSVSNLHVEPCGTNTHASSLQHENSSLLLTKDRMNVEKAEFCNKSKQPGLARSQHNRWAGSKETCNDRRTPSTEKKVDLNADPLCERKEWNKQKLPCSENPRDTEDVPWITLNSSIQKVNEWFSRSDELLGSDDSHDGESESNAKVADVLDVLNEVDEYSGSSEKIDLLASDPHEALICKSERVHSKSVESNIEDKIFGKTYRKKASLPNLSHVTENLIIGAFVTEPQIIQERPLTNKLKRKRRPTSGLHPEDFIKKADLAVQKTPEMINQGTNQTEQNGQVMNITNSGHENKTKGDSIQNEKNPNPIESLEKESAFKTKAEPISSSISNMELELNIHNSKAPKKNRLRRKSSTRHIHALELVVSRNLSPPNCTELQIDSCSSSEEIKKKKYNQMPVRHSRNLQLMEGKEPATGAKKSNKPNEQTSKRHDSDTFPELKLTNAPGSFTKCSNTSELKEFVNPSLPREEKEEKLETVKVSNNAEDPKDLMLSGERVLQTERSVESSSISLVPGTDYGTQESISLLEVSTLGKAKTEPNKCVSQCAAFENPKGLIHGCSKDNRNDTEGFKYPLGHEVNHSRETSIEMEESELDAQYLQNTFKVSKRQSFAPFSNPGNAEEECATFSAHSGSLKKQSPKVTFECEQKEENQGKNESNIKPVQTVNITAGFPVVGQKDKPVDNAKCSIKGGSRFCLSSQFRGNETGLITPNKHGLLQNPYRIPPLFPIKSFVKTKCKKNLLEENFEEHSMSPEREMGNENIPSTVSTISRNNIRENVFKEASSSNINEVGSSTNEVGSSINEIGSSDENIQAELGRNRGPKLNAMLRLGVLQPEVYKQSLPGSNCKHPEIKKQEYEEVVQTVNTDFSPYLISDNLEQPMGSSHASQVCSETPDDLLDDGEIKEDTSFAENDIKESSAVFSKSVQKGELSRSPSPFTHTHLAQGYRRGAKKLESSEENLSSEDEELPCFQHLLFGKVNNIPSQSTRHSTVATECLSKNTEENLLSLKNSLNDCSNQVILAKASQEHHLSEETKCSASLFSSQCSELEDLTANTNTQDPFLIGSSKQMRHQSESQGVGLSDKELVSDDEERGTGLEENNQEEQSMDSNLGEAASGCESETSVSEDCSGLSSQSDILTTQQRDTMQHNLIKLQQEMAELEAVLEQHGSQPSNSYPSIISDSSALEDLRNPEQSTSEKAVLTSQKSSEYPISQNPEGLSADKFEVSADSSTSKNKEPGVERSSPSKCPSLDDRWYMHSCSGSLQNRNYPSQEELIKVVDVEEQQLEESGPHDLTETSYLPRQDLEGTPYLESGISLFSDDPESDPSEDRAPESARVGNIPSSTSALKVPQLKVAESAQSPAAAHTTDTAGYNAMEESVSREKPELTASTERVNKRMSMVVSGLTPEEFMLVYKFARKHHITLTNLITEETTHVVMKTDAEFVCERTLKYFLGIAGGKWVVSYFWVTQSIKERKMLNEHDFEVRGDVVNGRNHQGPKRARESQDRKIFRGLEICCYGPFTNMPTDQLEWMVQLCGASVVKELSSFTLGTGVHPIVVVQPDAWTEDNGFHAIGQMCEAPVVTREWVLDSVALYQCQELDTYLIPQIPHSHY
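Fluorescence polarization: His-tagged BRCT (~35 kDa BRCA1 C-terminus, 250 nM) bound to 100 nM fluorescein-labeled phosphorylated 10-aa BACH1 peptide, pH 7.3 phosphate buffer with DTT and Tween 20. Compounds incubated 12 min at room temperature; inhibition read as lowered polarization.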
Rhodamine fluor – qHTS Assay for Spectroscopic Profiling in Rhodamine Spectral Region; Rhodamine-region fluorescence, 547/598 nm, Tris buffer; stronger effect = higher value; max dye-equivalent concentration, M; actives 0.05% (n = 59,000); in the data active means max dye-equivalent concentration above about 11 nM; inconclusive means between about 1.1 nM and that limit
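Read-out is relative fluorescence at 547 nm excitation and 598 nm emission, expressed as dye-equivalent concentration using rhodamine standards on every plate. Each compound was profiled across a concentration series after 15 min in 100 mM Tris, pH 8.0.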
4-MU autofl – qHTS Assay for Spectroscopic Profiling in 4-MU Spectral Region | compound autofluorescence, 340/450 nm, 4-MU equivalents; stronger effect = higher value | max dye-equivalent concentration, M | actives 11% (n = 59,000) | AID 589, 2007; in the data active means max dye-equivalent concentration above about 10 nM; inconclusive means mostly about 1.1 nM to 9.6 nM
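Compounds in 100 mM Tris, pH 8.0, incubated 15 min at room temperature, then fluorescence read at 340 nm excitation/450 nm emission. Signal converted to 4-MU dye-equivalent concentration using an on-plate six-point 4-MU standard curve.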
Caspase-1 inhib – qHTS Assay for Allosteric/Competitive Inhibitors of Caspase-1 | actives 0.03% (n = 75,000) | P29466 | Potency, µM (series often up to 57.5 µM), without a hit: at the top dose activity change, negative = inhibition, most hits filed as inhibitors | AID 900, 2007 | Caspase-1 enzyme, Ac-WEHD-AFC fluorogenic rate;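 further: potency means the concentration at half of the fitted maximal effect; plate controls were vehicle for no effect and no substrate for full effect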
Texas Red fluor – qHTS Assay for Spectroscopic Profiling in Texas Red Spectral Region; Compound fluorescence, Texas Red channel, 547/618 nm; stronger effect = higher value; max dye-equivalent concentration, M; actives 0.06% (n = 59,000); in the data active means max dye-equivalent concentration above about 10 nM; inconclusive means between about 1.1 nM and that limit
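Texas Red-region profiling: compounds in 100 mM Tris pH 8.0 were read at 547/618 nm after 15 min at room temperature. Intensities were normalized against a six-point Texas Red standard series to give dye-equivalent concentration.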
Fluorescein autfl – qHTS Assay for Spectroscopic Profiling in Fluorescein Spectral Region. Compound autofluorescence, 480/540 nm, fluorescein-equivalent; stronger effect = higher value. max fluorescein-equivalent concentration, M. actives 0.91% (n = 59,000). AID 593, 2007; in the data active means max fluorescein-equivalent concentration above about 10 nM; inconclusive means between about 1.1 nM and that limit
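In this qHTS profile, compound fluorescence was measured with a 480 nm/540 nm filter pair following a 15-min room-temperature incubation in 100 mM Tris (pH 8.0). A six-point fluorescein series on each plate served for normalization.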
Casp7 inh – qHTS Assay for Allosteric/Competitive Inhibitors of Caspase-7; P55210; recombinant caspase-7, Ac-DEVD-AFC fluorescence rate; Potency, µM (series often up to 57.5 µM), without a hit: at the highest dose activity change, negative = inhibition, actives largely listed as inhibitors; actives 0.02% (n = 75,000); AID 889, 2007; active means well fitted inhibition curve with a large enough effect in the main read-out, with a control signal flat, not every such curve was filed as active; inconclusive means small, poorly fitted or top-dose-only effect, or a change in a side signal; further: potency means the concentration at half of the fitted maximal effect; % of control where 0% means no effect
A350 fluor – qHTS Assay for Spectroscopic Profiling in A350 Spectral Region; actives 11% (n = 59,000); max dye-equivalent concentration, M; Compound autofluorescence, 340/450 nm, Alexa 350 dye-equivalents; stronger effect = higher value; in the data active means max dye-equivalent concentration above about 10 nM; inconclusive means mostly about 1.1 nM to 9.6 nM
USP2a inhib – qHTS Assay for Inhibitors of Ubiquitin-specific Protease USP2a; actives 0.1% (n = 60,000); USP2a enzymatic assay, qHTS inhibition; Potency, µM (highest dose often 38.3 µM), inactives show at the highest dose activity change, negative = inhibition, usual class: inhibitors; Ubiquitin carboxyl-terminal hydrolase 2 (Homo sapiens), O75604; AID 927, 2007;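 further: potency means the concentration at half of the fitted maximal effect; nearly all actives have a fitted effect of over 60% in size; plate controls were DMSO for no effect and NEM full inhibition control for full effect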
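Inhibition is measured in a cell-free coupled assay with 20 nM USP2 core, 20 nM Ub-PLA2 and 20 uM NBD C6-HPC, 2.5 h incubation. Activity normalized to NEM control.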
HEK293 cAMP cs – qHTS Assay for Agonists of the Thyroid Stimulating Hormone Receptor: Activators of Intracellular cAMP Concentrations in Parental HEK 293 | parental HEK293 CNG cAMP sensor, membrane potential fluorescence | Potency, µM (series often up to 57.1 µM), for inactives: at the highest dose activation, actives largely listed as activators | actives 2.5% (n = 73,000) | AID 938, 2007; further: potency means the concentration at half of the fitted maximal effect; % of control where 0% means no effect; nearly all actives have a fitted effect of over 55% in size
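Parental HEK 293 cells stably expressing a cAMP-gated CNG channel were loaded with membrane potential dye containing 100 uM RO 20-1724 for 60 min. Compound added for 30 min; depolarization read as fluorescence intensity at 590 nm.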
BRCT PPI red – qHTS Assay for Inhibitors of BRCT-Phosphoprotein Interaction (Red Fluorophore) | Breast cancer type 1 susceptibility protein (Homo sapiens), P38398 | BRCT-phosphopeptide binding, red fluorescence polarization | Potency, µM (titrated, usually from 76.9 µM), for the others: at the highest dose activity change, negative = inhibition, hits mostly inhibitors | actives 0.03% (n = 75,000); further: on the % scale 0 is the no-effect control and ±100 the full control effect
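Fluorescence polarization: 100 nM His-tagged BRCA1 BRCT with 100 nM TAMRA-labelled phospho-BACH1 decapeptide, phosphate buffer pH 7.3 with 150 mM NaCl, DTT, 0.01% Tween 20; 12 min RT. Binding inhibition seen as FP decrease.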
Numbers without * were called inactive; i = inactive; ? = inconclusive; . = no result given; [ ] = dose if it differs, or a comment. Unless noted, the call rests on the fitted dose curve; in most records, active means well fitted curve in the direction sought with a large enough effect; inconclusive means small, poorly fitted or top-dose-only effect, or another doubt; inactive means no such curve, though single readings can be large; an effect the other way counts as inactive or inconclusive. A portion of the library. The share of hits here may be higher or lower than overall.

Values run as follows: Casp7 inh	A350 fluor	Rhodamine fluor	Texas Red fluor	4-MU autofl	HEK293 cAMP cs	BRCT inh green	BRCT PPI red	Fluorescein autfl	Caspase-1 inhib	USP2a inhib
1: c1ccc(N2CCN(c3nnc(Cc4cccnc4)c4ccccc34)CC2)nc1
→ -0.3%	i	i	i	i	0.7%	0.7%	-0.9%	i	2.1%	19.2%
2: CSc1cccc(NS(=O)(=O)c2cccc3nsnc23)c1
→ 2.7%	i	i	i	i	4.1%	-0.8%	0.1%	i	0.3%	-1.7%
3: COC(=O)[C@@H]1C[C@@]1(C)[C@@H](NC(=O)OCc1ccccc1)c1ccccc1
→ -0.4%	.	.	.	.	?	0.2%	0.9%	.	?	.
4: c1ccc(-n2nnc3ccccc32)nc1
→ -0.9%	i	i	?	i	3.4%	0.5%	0.6%	i	0.0%	11.3%
5: CC(=O)/C(CN1CCCCC1)=N\O
→ 1.7%	i	i	i	i	-1.2%	0.8%	1.8%	i	0.0%	-5.1%
6: CCCC1(C(=O)O)NC(c2ccccc2O)C2C(=O)N(Cc3ccccc3)C(=O)C21 (stereo unspecified)
→ 0.8%	.	.	.	.	?	0.3%	1.4%	.	-1.1%	.
7: CCc1nnc(NC(=O)CN2CCN(c3ccccc3OC)CC2)s1
→ 0.1%	i	i	?	i	5.6%	-1.7%	-1.7%	i	2.2%	0.7%
8: N#Cc1ccccc1NC(=O)COC(=O)c1ccc(S(=O)(=O)N2CCCC2)cc1
→ -1.7%	i	i	i	i	-1.0%	0.3%	-2.2%	?	-0.4%	-1.5%
9: COc1ccccc1CNc1ncncc1-c1ccc2c(c1)OCO2
→ -5.3%	i	i	i	i	?	0.3%	0.5%	?	-1.6%	128.3%[activator]
10: COc1ccccc1NC(=O)c1cn(C)c(=O)c2cc(OC)c(OC)cc12
→ 0.0%	i	i	?	i	7.2%	2.1%	-0.7%	i	2.3%	17.1%
11: C=CCNC(=O)c1cccc(Br)c1
→ -4.3%	.	.	.	.	2.3%	-1.0%	0.9%	.	-1.7%	-3.4%
12: O=C(CS(=O)CC(=O)N(CC(=O)NC1CCCC1)C1CCCC1)Nc1ccc(F)cc1 (stereo unspecified)
→ 0.3%	i	i	i	i	2.4%	-1.4%	-0.2%	?	-0.8%	.
13: O=C(Nc1ccc2c(c1)OCO2)c1cnn2c1NC(c1ccco1)CC2C(F)(F)F (stereo unspecified)
→ -1.2%	i	i	i	i	4.1%	4.5%	8.7%	?	-2.0%	-2.8%
14: CCOc1ccccc1CNS(=O)(=O)c1ccc2[nH]c(=O)sc2c1
→ 0.0%	i	i	i	i	17.6%	-1.1%	-0.8%	?	0.0%	6.2%
15: CC(c1ccccc1)n1c(-c2ccncc2)n[nH]c1=S (stereo unspecified)
→ -0.3%	i	i	i	i	-1.1%	-0.7%	0.9%	i	-0.2%	-1.5%
16: Cc1ccc(C2=NCCNC2=O)c(C)c1
→ -1.0%	i	i	i	i	2.1%	-0.9%	0.7%	i	-0.8%	-6.2%
17: Cc1nc2c(C(=O)O)cnn2c(C)c1Cc1ccccc1F
→ -1.3%	?	i	i	?	4.4%	-1.5%	-1.1%	?	-0.2%	-5.4%
18: Cc1nc(Sc2nnnn2-c2ccccc2)c(C#N)c(C)c1C
→ -2.4%	.	.	.	.	10.8%	-5.1%	0.6%	.	-0.6%	.
19: COc1ccc(C)c(S(=O)(=O)Nc2ccc(OCC(=O)O)cc2)c1
→ 0.6%	.	.	.	.	?	-0.2%	0.0%	.	-2.1%	.
20: CCOc1ccccc1NC(=O)CSc1nnc(CNC(=O)COc2ccc(Cl)cc2)o1
→ -1.1%	i	i	i	i	-3.8%	-2.0%	1.0%	i	-0.7%	1.9%
21: O=C(c1ccco1)N1CCN(C(=O)c2cccc3c2C(=O)N(Cc2cccnc2)C3)CC1
→ -1.1%	.	.	.	.	9.5%	-0.2%	-0.7%	.	-3.4%	.
22: COC(C1CCCCC1)C(C)C(OCc1cccc(Br)c1)C(C)CO (stereo unspecified)
→ -1.5%[11.5 µM]	.	.	.	.	1.3%[11.4 µM]	-2.5%[15.4 µM]	-0.1%[15.4 µM]	.	0.3%[11.5 µM]	.
23: CCNc1nc(CC)nc2c1oc1ccccc12
→ -2.2%	4.48e-08M*	i	i	2.13e-08M*	6.7%	-1.3%	-3.5%	?	-0.2%	3.8%
24: COc1ccc(N2CC(C(=O)Nc3ccc(N4CCOCC4)cc3)CC2=O)cc1 (stereo unspecified)
→ 9.5%	i	i	i	i	-4.5%	-1.7%	-0.3%	?	-0.4%	-3.8%
25: CC1(C)Cc2c(sc3c2C(=O)N(c2ccccc2)C2=NCCCN23)CO1
→ .	?	i	i	?	.	.	.	i	.	.
26: COc1ccc(OC(=O)c2ccncc2)cc1
→ -4.2%	i	i	?	i	-1.2%	-4.1%	-1.6%	?	2.7%	-11.8%
27: NC(=O)c1ccccc1-c1nc(-c2ccccc2)no1
→ -1.3%	i	i	i	i	-2.7%	-4.4%	-2.5%	?	0.0%	1.4%
28: COc1ccc2c(C(=O)CN(C)C3CCCCC3)c[nH]c2c1
→ -6.5%	?	i	i	i	6.2%	3.2%	-0.4%	?	-7.8%	15.4%
29: CC(=O)N1CCc2cc(S(=O)(=O)CCC(=O)Nc3c(C)n(C)n(-c4ccccc4)c3=O)ccc21
→ 0.6%	i	i	i	i	-1.1%	0.0%	-0.7%	i	-1.0%	0.0%
30: COc1cccc(CNc2ccc(N3CCCCC3)cc2)c1OC
→ -2.7%	i	i	i	i	8.6%	-0.9%	0.9%	i	-4.6%	6.7%
31: CCOc1ccccc1Nc1ncnc2ccccc12
→ -0.8%	i	i	i	i	24.0%	-0.9%	2.1%	i	1.0%	0.6%
32: CCC1CCCCN1C(=O)Cn1c(C(=O)OC)cc2sc(Cl)cc21 (stereo unspecified)
→ -1.5%	i	i	i	i	15.8µM*	0.6%	0.1%	?	-1.2%	12.3%
33: COc1ccc(CCNC(=O)CC(NS(=O)(=O)c2ccc(NC(C)=O)cc2)C(C)C)cc1OC (stereo unspecified)
→ 0.1%	.	.	.	.	-7.1%	-1.3%	-0.4%	.	1.1%	.
34: O=C(CSc1nnc(-c2ccc(Cl)s2)o1)N1CCOCC1
→ 2.1%	i	i	i	i	-3.9%	-0.5%	-0.3%	i	2.7%	3.9%
35: C=CCn1c(-c2cccc(Cl)c2)n[nH]c1=S
→ -1.9%	.	.	.	.	?	-0.7%	-0.8%	.	-1.7%	2.9%
36: COc1ccccc1N1CCN(CCCCN2C(=O)CCC2=O)CC1
→ 1.0%	.	.	.	.	6.2%	-3.4%	-1.0%	.	0.4%	.
37: Cc1cc(C)n(-c2cc(C)c(C)cc2Br)n1
→ -0.9%	i	i	i	i	?	-0.5%	-0.8%	i	-1.0%	9.9%
38: COC(=O)[C@@]1(Cc2ccccc2)[C@H]2c3cc(C(=O)N4CCCC4)n(Cc4ccc(OC)c(OC)c4)c3C[C@H]2CN1C(=O)c1ccccc1
→ -6.6%	.	.	.	.	3.16µM*	-0.7%	-0.4%	.	-3.7%	.
39: Cc1cc(C)n(-c2nc3ccccc3c(=O)n2OC2CCCCC2)n1
→ 0.1%	?	i	i	?	16.8%	-1.8%	-1.1%	i	0.7%	12.2%
40: CC12CN3CCN(CC(C3)C1(O)CN1CCCCC1)C2 (stereo unspecified)
→ -0.9%	.	.	.	.	?	-1.2%	1.0%	.	1.0%	-0.2%[7.66 µM]
41: O=S(CC(O)COCc1ccc(Cl)cc1)c1ccccn1 (stereo unspecified)
→ 2.2%	.	.	.	.	2.2%[11.4 µM]	-2.6%	0.6%	.	-1.8%	4.2%[7.66 µM]
42: O=C(C1CCC(CNc2c(N3CCCCC3)c(=O)c2=O)CC1)N1CCCCC1 (stereo unspecified)
→ 0.8%	.	.	.	.	25.7%	-1.8%	-1.2%	.	2.0%	.
43: COc1ccc(-c2cc(C(F)(F)F)nc(SCCC(=O)N3CCOCC3)n2)cc1
→ -1.5%	1.63e-08M*	i	i	1.76e-08M*	22.9%	-4.7%	0.4%	?	-2.5%	17.9%
44: Cc1cc(C)n2nc(S(=O)(=O)NCCc3ccccc3)nc2n1
→ 1.0%	.	.	.	.	2.2%	0.4%	-0.2%	.	0.5%	.
45: S=c1[nH]nc(Cc2ccccc2)n1Cc1ccco1
→ -0.6%	i	i	i	i	25.5%	-2.4%	-2.0%	i	-0.3%	1.8%
46: COc1cccc2[nH]c3c(=O)n(CCN(C)C)cnc3c12
→ -0.8%	?	i	i	i	9.9%	-2.8%	1.4%	?	-2.3%	-1.0%
47: CCC(=O)Nc1cc(C(F)(F)F)ccc1N1CCOCC1
→ -0.1%	i	i	i	i	28.5%	-3.0%	-3.6%	?	-1.5%	4.5%
